Screens (PubChem BioAssay)
LDHA inh – inhibitors of human lactate dehydrogenase A; P00338; purified LDHA, NADH/diaphorase-resazurin fluorescence; stronger effect = lower value; activity change, % (values are at about 110 or 230 µM); 480,000 tested, 0.15% active; in the data active = activity change below about -30%;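 note: plate controls were DMSO wells for no effect and wells without enzyme for full effect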
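Enzyme activity of human lactate dehydrogenase 5 (2 nM; 0.06 mM NADH, 0.2 mM pyruvate, 5 min, RT) is measured via a resazurin/diaphorase fluorescence readout of residual NADH.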
* = called active by the depositor.

SMILES | LDHA inh
CC(CCc1ccccc1)NC(=O)c1ccc2c(Cl)c3c(nc2c1)CCC3 (configuration not stated) | 11.7
FC(F)(F)c1cc(-c2ccco2)nc2c(-c3cccc(Cl)c3)cnn12 | 4.2
CCc1cccc(NC(=O)Cn2nc3ccc(S(=O)(=O)C(C)(C)C)nn3c2=O)c1 | -1.2
CC(=O)Nc1ccc(CNC(=O)c2nccnc2N)cc1 | 2.8
Cc1ccc(-c2cc(C(=O)N3CCN(C(=O)C4CC4)CC3)c3ccccc3n2)o1 | -1.1
O=C(Nc1cccc2[nH]ccc12)C(=O)N1CCCC1 | 0.1
Cc1ccc(NS(=O)(=O)c2cc([N+](=O)[O-])ccc2N/N=C/c2ccc(N(c3ccccc3)c3ccccc3)cc2)c(C)c1 | 13.9
CCC(C)NC(=S)NC1CCCCC1 (configuration not stated) | 2.5
O=C(Nc1ccc(F)cc1)N[C@H]1CC[C@H](CCNS(=O)(=O)c2cccc(Cl)c2)O[C@@H]1CO | 1.2
Cc1ccc(Nc2nc(NC3CCCCC3)nc3c2cnn3C)cc1 | 8.9
O=C(CSc1nc(=O)n(Cc2ccncc2)c2c1CCC2)Nc1cccc(Cl)c1 | 1.6
COc1cccc(N2CCN(CCS(=O)(=O)c3ccc(Br)cc3)CC2)c1 | 10.1
O=C(COC(=O)C12CC3CC(CC(Cl)(C3)C1)C2)NC(=O)c1cccc([N+](=O)[O-])c1 | 0.3
Cc1ccc(-c2nnc(SCc3ncc(-c4ccccc4)o3)o2)cc1 | 17.7
Cc1nc2ccc(C(=O)NC(C)CCCC(C)C)cc2nc1C (configuration not stated) | 12.8
CCOc1ccccc1CNC(=O)CCn1ccc(C)n1 | -15.5
CNc1c(NC(=O)Nc2ccc(Br)cc2F)c(=O)oc2ccccc12 | -7.8
CCCCNc1c(-c2cc3ccccc3o2)nc2nc(C)cc(C)n12 | 3.5
O=C(/C=C/c1cccc(Cl)c1Cl)c1ccccc1OC(F)F | 8.6
CCOc1ccccc1Oc1coc2cc(OCc3ccc(OC)cc3)ccc2c1=O | -1.5
CCC(=O)Oc1ccc2c(=O)c(-c3ccc(OC)cc3)c(C)oc2c1 | 8.7
COc1cc(C(=O)NC2(C(F)(F)F)NC(=O)N(c3ccccc3F)C2=O)cc(OC)c1OC (configuration not stated) | 11.1
CCCCn1nc(C(=O)NCc2ccccc2F)c2ccccc2c1=O | 11.2
Cc1cc(Br)cc(Cl)c1OCC(=O)NCc1cccc(NC(=O)C2CC2)c1 | 0.0
O=C(O)CCc1ccc(S(=O)(=O)NCc2ccc(F)cc2)cc1 | 0.9
O=C1NC[C@H](CCCCN2CCN(CCC3CCCCC3)C(=O)C2=O)N(CCc2ccc(O)cc2)C1=O | -3.1
COc1ccc(C(=O)NCCNc2nc3cc(C)cc(C)c3cc2C#N)c(OC)c1 | 0.2
CCONC(=O)CCC1Cc2ccccc2NC1=O (configuration not stated) | 1.5
O=C(NCc1coc(-c2cccs2)n1)c1cc(Cl)ccc1Cl | -2.8
O=C1CCCC2=C1C(c1ccc(Cl)cc1Cl)n1nnnc1N2 (configuration not stated) | 11.6
O=C(CN1C(=O)S/C(=C\c2ccccc2F)C1=O)Nc1ccc2oc(=O)ccc2c1 | -0.9
Cc1ccc(NS(=O)(=O)c2ccc3c(c2)C(C)(C)C(=O)N3)cc1C | 0.6
CCOC(=O)c1cnc(Nc2ccccc2C)c2ccccc12 | 4.0
O=C(Nc1cccc2cnccc12)c1cccc(S(=O)(=O)N2CCCCCC2)c1 | -0.6
Cc1ccc(C(=O)COC(=O)c2cc(=O)[nH]c3ccc(C)cc23)cc1 | -1.9
Cc1nn(-c2ccc(Cl)nn2)c2c1C(c1ccc(C#N)cc1)CC(=O)N2 (configuration not stated) | 7.4
Cc1ccc2c(c1)cc(C(=O)NCCN(C)C)n2C | -2.3
O=C(O)c1cccc(S(=O)(=O)Nc2ccc(Cl)c3cccnc23)c1 | 39.6
Cc1ccccc1CSc1nc2c(=O)[nH]cnc2n1-c1ccccc1 | 1.5
Cc1ccc(CS(=O)Cc2ccc(F)cc2Cl)cc1 (configuration not stated) | 6.5

A few values from above.
Value for `O=C1NC[C@H](CCCCN2CCN(CCC3CCCCC3)C(=O)C2=O)N(CCc2ccc(O)cc2)C1=O` under LDHA inh: -3.1
Value for `CCC(=O)Oc1ccc2c(=O)c(-c3ccc(OC)cc3)c(C)oc2c1` under LDHA inh: 8.7
Value for `Cc1ccccc1CSc1nc2c(=O)[nH]cnc2n1-c1ccccc1` under LDHA inh: 1.5
Value for `COc1cc(C(=O)NC2(C(F)(F)F)NC(=O)N(c3ccccc3F)C2=O)cc(OC)c1OC` (configuration not stated) under LDHA inh: 11.1
Value for `Cc1ccc2c(c1)cc(C(=O)NCCN(C)C)n2C` under LDHA inh: -2.3
Value for `O=C(Nc1cccc2cnccc12)c1cccc(S(=O)(=O)N2CCCCCC2)c1` under LDHA inh: -0.6

Additional records follow:
SMILES | LDHA inh
Clc1ccc(-c2cnc(CSc3n[nH]c(-c4ccccc4)n3)o2)cc1 | 5.5
CCCCn1c(CN2CCc3ccccc3C2)nc2c1c(=O)[nH]c(=O)n2Cc1ccccc1 | 7.6
CCc1cccc(CC)c1NC(=O)Cn1cnc2c1c(=O)n(C)c(=O)n2C | -2.5
CCCCCn1c(Sc2ccc(C)cc2)nc2c1c(=O)[nH]c(=O)n2C | -6.8
Cc1cc(Nc2ccc(O)cc2)c2cc(Cl)ccc2n1 | 19.8
CC(C)(C)c1ccc(-c2nc3cc(NC(=O)c4ccc([N+](=O)[O-])o4)ccc3o2)cc1 | -0.2
Cc1ccc(C)c(C(=O)NCc2ccco2)c1 | 8.1
Cn1cnc2c1c(=O)n(CC(=O)OCCOc1ccccc1)c(=O)n2C | -16.5
CCOP(=O)(OCC)c1nc(-c2cccs2)oc1NCc1ccccc1 | 4.7
Cc1ccc(NC(=O)/C(=C/c2ccccc2)c2ccccc2)c(C)c1 | 3.3
CC(C)(CNC(=O)CSc1nnnn1-c1ccccc1)N1CCOCC1 | 11.4
CCc1cccc(NC(=O)Cc2csc(NC(=O)c3ccoc3C)n2)c1 | -4.2
COc1ccc(CC(=O)NC(c2cccs2)C2CCCC2)cc1 (configuration not stated) | -4.1
CCOc1ccc(S(=O)(=O)Nc2cc(C(=O)N(C)C)ccc2N2CCNCC2)cc1 | -6.6
COc1ccc(N2c3ccccc3CN(Cc3ccccc3)[C@@H](C)[C@H]2Cc2c(C)cccc2C)cc1 | 0.7
N#Cc1nc(/C=C/c2ccccc2)oc1NCc1ccccc1 | 10.3
CCCC(C)N(C)CC(=O)NC(=O)NCCc1cccs1 (configuration not stated) | -5.1
O=C(NCc1ccccc1CN1CCCC1)c1ccc(-n2cccn2)cc1 | -3.1
Cc1ccccc1-c1nc(C#N)c(N2CCN(c3ccccc3)CC2)o1 | -17.3
Cc1cc2nc(/C(C#N)=C\c3c[nH]c4ccc(Br)cc34)[nH]c2cc1C | 18.2
O=C(NC1(C(F)(F)F)C(=O)Nc2c1c(=O)[nH]c(=O)n2Cc1ccco1)c1ccco1 (configuration not stated) | -33.9*
Cc1ccc(SCC(=O)NCc2ccc(CS(N)(=O)=O)cc2)c(C)c1 | -0.5
COC(=O)c1ccc(/C=C/C(=O)c2cccs2)cc1 | 5.6
COC(=O)c1ccc(NC(=O)COC(=O)c2oc3ccccc3c2C)cc1 | -5.7
Cc1ccsc1CNC(=O)CSCC#N | -13.1
O=C(c1ccccc1F)N(Cc1ccco1)c1ccc(O)cc1 | 3.0
O=C(Nc1cccc(S(=O)(=O)NC2=NCCC2)c1)C1(c2cccc(Cl)c2)CC1 | 0.5
C=CCOc1nc2c(c(=O)n(Cc3ccc(Br)cc3)c(=O)n2C)n1C | 2.0
CC(C)C(NC(=O)c1ccccc1I)c1cccs1 (configuration not stated) | -2.9
CCOC(=O)c1[nH]c(C)c(C=O)c1C | 2.6
COC(=O)COc1ccc2c(c1)OCC2=O | 5.9
CC(C)CCCC(C)NC(=O)C1CCN(c2nc(Cl)nc3nc[nH]c23)CC1 (configuration not stated) | -1.5
C=CCOc1ccccc1C(=O)Nc1cccc(C#N)c1 | 1.3
CCC(Oc1ccccc1F)C(=O)N1CCC(c2nc3ccccc3o2)CC1 (configuration not stated) | 10.7
O=C(/C=C/c1ccco1)N(Cc1cccs1)Cc1cccs1 | -14.8
CC(C)(CO)NC(=O)c1nc(-c2ccc(COc3ccc4c(c3)OCO4)cc2)no1 | 1.9
Cc1ccsc1CNC(=O)c1cnccn1 | 12.0
CCOc1ccc2c(c1)cc(C(=O)Nc1cccc(C)c1)n2C | 10.2
CSc1ccc(NC(=O)CC2C=CCC2)cc1 (configuration not stated) | 3.5
COc1cc(CC(=O)OCc2ccccc2Br)cc(OC)c1OC | -4.3

The list goes on, overlapping the part above by two compounds.
SMILES | LDHA inh
CSc1ccc(NC(=O)CC2C=CCC2)cc1 (configuration not stated) | 3.5
COc1cc(CC(=O)OCc2ccccc2Br)cc(OC)c1OC | -4.3
O=C(CCc1nnc2ccc(NCc3ccc4c(c3)OCO4)nn12)N1CCN(c2ccccc2)CC1 | 5.0
CCOC(=O)[C@]12CCC=C1N(Cc1ccccc1)C(=O)[C@H](CC(=O)N1CCCCC1)C2 | -12.6
O=C(/C=C/c1cccnc1)NCCC1CCCCC1 | 3.6
CSc1ncc(Cl)c(C(=O)Nc2ccc(S(=O)(=O)N3CCCCC3C)cc2)n1 (configuration not stated) | 0.0
COc1cc2ccccc2cc1C(=O)N1CCN(CC(=O)Nc2cccc(F)c2)CC1 | -3.7
CCCn1c(=O)n(CC(=O)Nc2ccc(F)cc2)c(=O)c2c1nc(C)n2CCOC | -0.8
N#Cc1nc(C2CC2)oc1N1CCN(Cc2ccc(Cl)cc2Cl)CC1 | -4.6
NC(=O)C1CCN(C(=O)c2cc(C3CC3)nc3ccccc23)CC1 | -12.0
Cc1ccccc1NC(=O)c1nc2ccccc2nc1Cl | -7.6
O=C(CSc1nc2ccccc2c(=O)n1CC1CCCO1)Nc1ccc2[nH]c(=O)[nH]c2c1 (configuration not stated) | 6.2
Cc1cc(C)c2nc(-c3ccc(Cl)s3)cc(C(=O)O)c2c1 | -0.4
O=Cc1c[nH]c2cccc(C(=O)O)c12 | 5.8
CCCCCOc1ccc(C(=O)Nc2cccc3cccnc23)cc1 | 0.7
CC1=C(C(=O)c2ccccc2)C(c2cccc(Oc3ccc(Cl)cc3)c2)NC(=O)N1 (configuration not stated) | 15.4
Oc1ccc(C2(c3ccc(Cl)cc3)CCCCC2)cc1 | 6.6
Cc1noc(CSc2ccc(C(=O)N3CCc4ccccc43)cc2)n1 | -3.0
Cc1ccc2c(Cl)cc(Cl)c(OCC(=O)NC(N)=O)c2n1 | 7.0
COC(=O)c1c(NC(=O)c2cc3ccccc3s2)sc(C)c1C | 1.8
COc1ccc(S(=O)(=O)Oc2ccc3c(c2)O/C(=C\c2ccccc2)C3=O)cc1 | 0.2
O=C(Nc1nnc(C2CC2)s1)c1csc(NC2CCCC2)n1 | -1.1

4 of the compounds above, field by field.
smiles: COc1ccc(N2c3ccccc3CN(Cc3ccccc3)[C@@H](C)[C@H]2Cc2c(C)cccc2C)cc1
  LDHA inh = 0.7
smiles: N#Cc1nc(/C=C/c2ccccc2)oc1NCc1ccccc1
  LDHA inh = 10.3
smiles: CCCC(C)N(C)CC(=O)NC(=O)NCCc1cccs1 (configuration not stated)
  LDHA inh = -5.1
smiles: O=C(NCc1ccccc1CN1CCCC1)c1ccc(-n2cccn2)cc1
  LDHA inh = -3.1

The results go on:
SMILES | LDHA inh
CN(C(=O)COc1ccc2c(=O)c(Oc3ccccc3)coc2c1)c1ccccc1 | -16.7
O=C(Nc1ccc(F)c(F)c1)c1nc2ccccc2nc1N1CCOCC1 | 17.0
COc1ccc(/C=C(/C#N)c2nc3ccccc3[nH]2)cc1 | 5.8
CCCCn1nnnc1C(c1ccccc1)N1CCN(c2ncc(C(F)(F)F)cc2Cl)CC1 (configuration not stated) | 3.4
CN(C)CCN(CCc1ccccc1)C(=O)Nc1cccnc1 | 7.4
CC(=O)c1c(C)n[nH]c1C | -0.4
COC(=O)Nc1cccc(C(=O)NCc2ccccc2)c1 | -4.6
CC(=O)NC(C(=O)NCc1ccc(C)cc1)C1CCCC1 (configuration not stated) | 6.3
Cc1ccccc1NC(=O)N1CCN(c2ccc(=O)n(-c3ccc(F)cc3)n2)CC1 | -8.1
COc1ccc(Cn2nc(-c3ccc(F)cc3OC)ccc2=O)cc1 | 1.3
CSCC(=O)NCCc1ccccn1 | -0.6
O=C(NC1CCCC1)C(c1ccccc1)n1c(-c2ccc3c(c2)CCO3)nc2ccccc21 (configuration not stated) | -2.2
CC(C)C(=O)NCCNC(=O)NC(CN(C)C)c1ccccc1 (configuration not stated) | 1.8
Cc1nc2sc3c(c2c2nc(C(=O)NCc4ccncc4)nn12)CC(C)(C)OC3 | 6.1
CC(NCc1ccccc1)c1ccccc1 (configuration not stated) | 9.4
C=CCNCc1ccc(C)cc1 | 0.4
Cc1ccc(OCCNC(=O)c2nn(C)c(=O)c3ccccc23)cc1 | -4.7
Cc1nc2nc(N(Cc3ccccc3)C(=O)c3ccco3)[nH]n2c(=O)c1Cc1ccccc1Cl | 6.9
O=C(NCC(=O)N1CCCN(S(=O)(=O)c2ccc(F)cc2)CC1)NCc1ccccc1 | -8.4
CCC(=O)OC1(c2ccccc2)CC(C(C)(C)C)CN(C)C1C (configuration not stated) | 1.4
O=C(CCc1cc(Cl)no1)Nc1ccc2oc(-c3ccc(F)cc3)cc(=O)c2c1 | -6.6
CC(C)(CNC(=O)CCc1ncc(-c2ccc(F)cc2)o1)N1CCOCC1 | -4.1
COc1cc(/C=N/O)ccc1OC(C)C | -1.4
Cn1c(CCn2ccccc2=O)nc2cc(NC(=O)c3ccccc3)ccc21 | 11.3
CCc1c(C)sc(NC(=O)CCc2ccccc2)c1C#N | 6.7
COC(=O)Cn1c(=O)c2c(nc(-n3nc(C)cc3C)n2C)n(C)c1=O | 1.6
O=C(C[C@@H]1CC[C@H](NC(=O)Cc2ccccn2)[C@@H](CO)O1)NCCc1ccccc1 | -5.6
Cn1cc(C(C(=O)O)N2CCN(Cc3cccc(Cl)c3)CC2)c2cc(C(=O)O)ccc21 (configuration not stated) | 2.0
Cc1cccc(-n2c(SCc3nc4ccccc4o3)nnc2N2CCOCC2)c1 | 2.6

The list is partial. The share of hits here may be higher or lower than overall.
